# MLLE-PAM2 inh = inhibitors of microRNA-mediated deadenylation, human PABP1 MLLE binding; GST-MLLE / FITC-PAM2 fluorescence polarization; 360,000 tested, 0.36% active; inhibition, % at 20 µM; P11940; in the data active means inhibition above about 35%, passing the limit was not always enough;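 further: plate controls were DMSO wells with GST-MLLE for no effect and wells lacking GST-MLLE protein for full effect; some results filed as inactive read as strong as hits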
# TbMetRS inhib = Trypanosoma brucei MetRS inhibition. purified T. brucei MetRS, ATP depletion, Kinase-Glo luminescence. inhibition, % at 11.9 µM. 360,000 tested, 0.4% active. AID 624268;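 active means inhibition above a per-plate cutoff of the control wells' mean inhibition plus 3 SD, cut at about 5.5% in these data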;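 further: 0% = DMSO wells median and 100% = median of wells with control inhibitor compound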
#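 assay system = parasite MetRS enzyme | timing = 15 min preincubation, 2 h reaction, all 25 °C | evaluation = percent inhibition relative to median high and low control wells | medium = HEPES buffer containing pyrophosphatase, BSA, spermine, DTT | compound = single dose, 11.9 µM final nominal, 0.9% final DMSO | detection = Kinase-Glo luminescence, ATP depletion format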
# MsrA inh = inhibits bovine methionine sulfoxide reductase A. AID 651718. purified bovine MsrA, absorbance read-out. 360,000 tested, 0.75% active. inhibition, % at 15.5 µM; in the data active means inhibition above about 4.5%;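 further: 0% = vehicle wells with enzyme and 100% = reference inhibitor wells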
# bovine MsrA act = activates bovine MsrA enzyme; purified bovine MsrA, absorbance read-out; activation, % at 10.6 µM; 360,000 tested, 0.3% active; AID 602163; in the data active means activation above about 7.5%;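 further: 0% = vehicle and 100% = reference activator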
# FAS TE block = inhibitors of human fatty acid synthase thioesterase domain; P49327; recombinant FAS-TE, OMFH fluorogenic substrate, fluorescence endpoint; inhibition, % at 15 µM; 360,000 tested, 0.67% active;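 active means compounds whose normalised, plate-corrected inhibition of enzyme fluorescence in the single-dose primary screen is 50% or more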;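 further: 0% = DMSO with enzyme and 100% = substrate without enzyme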
# E coli Lon inh = inhibits E. coli Lon protease; P0A9M0; purified E. coli Lon protease, fluorescence polarization; inhibition, % at 7.94 µM; 360,000 tested, 0.42% active; AID 602123; in the data active means inhibition above about 13%, passing the limit was not always enough;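 further: 0% = enzyme with probe and DMSO and 100% = no enzyme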
# Target sequence (P0A9M0 whole entry, looked up): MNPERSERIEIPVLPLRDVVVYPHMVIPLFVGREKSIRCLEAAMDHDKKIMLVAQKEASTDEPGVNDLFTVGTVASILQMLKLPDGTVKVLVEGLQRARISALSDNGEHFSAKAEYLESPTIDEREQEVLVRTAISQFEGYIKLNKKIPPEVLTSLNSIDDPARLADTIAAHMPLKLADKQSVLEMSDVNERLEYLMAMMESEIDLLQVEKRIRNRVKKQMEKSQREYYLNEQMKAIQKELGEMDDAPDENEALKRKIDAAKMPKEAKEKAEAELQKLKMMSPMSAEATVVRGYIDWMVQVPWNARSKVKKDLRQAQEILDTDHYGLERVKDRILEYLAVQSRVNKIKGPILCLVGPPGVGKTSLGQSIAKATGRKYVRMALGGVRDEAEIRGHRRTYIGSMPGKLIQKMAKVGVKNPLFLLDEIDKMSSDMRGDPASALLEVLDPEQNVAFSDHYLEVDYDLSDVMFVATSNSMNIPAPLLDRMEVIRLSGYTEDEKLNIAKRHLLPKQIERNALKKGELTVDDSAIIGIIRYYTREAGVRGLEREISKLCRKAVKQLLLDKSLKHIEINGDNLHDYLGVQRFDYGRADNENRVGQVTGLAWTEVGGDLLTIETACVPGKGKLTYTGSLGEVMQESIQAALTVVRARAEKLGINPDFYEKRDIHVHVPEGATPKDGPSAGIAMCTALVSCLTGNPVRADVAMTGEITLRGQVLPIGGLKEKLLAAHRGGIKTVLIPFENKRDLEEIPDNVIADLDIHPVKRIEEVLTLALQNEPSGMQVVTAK
# Neddylation inh = blocks human cullin neddylation; P61081+Q13564; TR-FRET cullin neddylation, biochemical; calls only at 25 µM; 360,000 tested, 0.58% active; in the data active means inhibition above about 36%
# Rin1-Abl PPI inh = blocks binding of human Rin1 to Abl; P00519+Q13671; inhibition, % at 7.35 µM; 360,000 tested, 0.4% active; TR-FRET Rin1/Abl binding, biochemical; in the data active means inhibition above about 5%, passing the limit was not always enough
# CSN inh = blocks human CSN-mediated cullin deneddylation; Q92905; Purified CSN, SCF-Nedd8-OG deneddylation, fluorescence polarization; inhibition, % at 12.5 µM; 360,000 tested, 0.38% active;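 active means pattern-corrected inhibition above about 35%, with an unprinted fluorescence ratio check between 0.5 and 1.5, limit read from the data, passing the limit was not always enough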;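 further: 0% = enzyme with substrate and 100% = substrate without enzyme; some results filed as inactive read as strong as hits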
# Target sequence (Q92905 whole entry, looked up, one chain of several): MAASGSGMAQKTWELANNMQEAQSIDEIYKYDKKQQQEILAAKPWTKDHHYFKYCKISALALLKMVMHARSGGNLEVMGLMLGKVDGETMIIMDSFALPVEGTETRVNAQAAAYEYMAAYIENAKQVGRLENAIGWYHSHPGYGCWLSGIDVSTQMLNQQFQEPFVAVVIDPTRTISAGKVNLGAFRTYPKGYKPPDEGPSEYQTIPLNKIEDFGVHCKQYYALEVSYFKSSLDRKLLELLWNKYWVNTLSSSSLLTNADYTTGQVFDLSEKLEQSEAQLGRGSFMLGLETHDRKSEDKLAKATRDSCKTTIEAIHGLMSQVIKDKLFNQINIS
#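 Schedule: reaction 90 min, room temperature / Assay system: HEK293T-derived human Csn5 enzyme / Input: Csn5 at 0.24 nM final / Measure: inhibition of Csn5 cleavage, % / Control set: substrate-only high control, full reaction low control / Technique: fluorescence polarization of the substrate / Buffer or medium: Tris/NaCl/DTT buffer, pH 7.5 / Reagent: SCFSkp2-Nedd8OG substrate at 10 nM final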
# * marks the source's active call; other numbers are inactive results; i = inactive; . = no result given.
canonical_smiles	MLLE-PAM2 inh	TbMetRS inhib	MsrA inh	bovine MsrA act	FAS TE block	E coli Lon inh	Neddylation inh	Rin1-Abl PPI inh	CSN inh
O=C(C1CCCN(S(=O)(=O)c2ccccc2)C1)N1CCCCC1 (configuration not stated)	0.0	0.4	1.2	-2.3	-2.1	-2.5	i	-1.6	0.1
O=C(O)CCCC(=O)NCCCCc1ccccc1	4.9	0.3	0.0	-0.6	-6.5	1.4	i	-2.8	-4.7
CCn1nc(NS(=O)(=O)c2ccc(NC(C)=O)cc2)c2cc3cc(C)ccc3nc21	-5.3	0.6	0.0	-2.2	-0.4	-5.2	i	-1.0	-2.2
COc1ccc(-c2cc3nc(-c4ccccc4)cc(N4CCN(C(=O)c5ccsc5)CC4)n3n2)cc1	-2.0	0.0	-0.5	-1.5	35.1	-3.5	i	-1.4	-0.7
CC12CN3CC(C)(CN(C1)C3c1ccccc1Cl)C2O (configuration not stated)	-3.9	-0.1	0.2	-0.3	-3.5	-1.9	i	-1.4	2.0
Cc1[nH]nc2c1C(c1ccccc1F)NC2=O (configuration not stated)	-8.3	-0.3	0.2	0.9	-3.0	-5.3	i	-0.8	5.1
CC(C)(C)c1ccc(C(=O)NCCCn2ccnc2)cc1	3.1	-0.4	-0.7	-2.1	-7.3	-7.4	i	2.0	1.4
CC(C)C(=O)Nc1cccc(-c2nc3ccccc3c(=O)o2)c1	4.6	-0.8	1.4	-1.0	22.0	0.0	i	0.8	-1.9
CCOC(=O)c1c(NC(=O)N/N=C/c2ccccc2OCC)sc(C(C)=O)c1C	0.5	-0.1	-0.7	-8.9	-22.1	-8.6	i	4.6	2.5
O=C(c1cc(C2CCCCN2C(=O)CCCc2ccccc2)on1)N1CCOCC1 (configuration not stated)	-2.2	-0.2	0.3	-0.1	-7.3	3.8	i	5.0	0.6
Nc1cc(=O)[nH]c(SCc2ccccc2)n1	26.2	0.4	-0.9	-5.3	-9.3	0.7	i	2.0	4.5
CCN(c1cccc(C)c1)S(=O)(=O)c1ccc2c(c1)NC(=O)CS2	0.4	-0.3	0.5	-2.2	0.4	-0.4	i	1.2	0.2
O=C(Cn1c(=O)n(-c2ccc(F)cc2)c(=O)c2sccc21)N1CCCC1	-3.5	-0.2	-1.1	-8.5	-11.4	-8.3	i	0.2	-3.7
Cc1ccc(NC(=O)CCS(=O)(=O)c2cccc3nonc23)c(Br)c1	-13.9	-0.2	0.7	-1.4	-0.5	-1.6	i	0.6	0.5
CC1(C)CC(=O)C=C(NCCc2ccc(S(N)(=O)=O)cc2)C1	-1.4	-0.5	-0.8	-2.2	-6.3	-10.7	i	4.8	-0.1

canonical_smiles	MLLE-PAM2 inh	TbMetRS inhib	MsrA inh	bovine MsrA act	FAS TE block	E coli Lon inh	Neddylation inh	Rin1-Abl PPI inh	CSN inh
O=C(NCC1CCCO1)c1cncc(Br)c1 (configuration not stated)	-15.4	0.4	-0.5	-0.5	-7.4	-1.9	i	-0.7	-6.2
CC(C)Oc1ccc(F)cc1-c1cc(C(=O)N2CCc3ccccc3C2)[nH]n1	-5.8	-0.3	-0.9	-0.7	21.2	13.5	i	3.4	-1.3
CC1CCCCC12NC(=O)N(CC(=O)N1CCN(c3ccccc3)CC1)C2=O (configuration not stated)	-10.5	-0.1	1.4	-6.1	-1.2	-9.1	i	5.5	-0.9
CN(C)c1ccc2nc3ccc(=O)cc-3sc2c1	-12.2	0.1	1.2	-7.2	-8.6	40.2*	i	14.0*	54.7*
CCCN(CC(=O)Nc1ccccc1C)C(=O)c1ccc(N2CCCC2=O)cc1	4.1	0.1	0.0	-2.0	-5.6	-4.2	i	3.7	-1.8
O=C(Nc1ccccc1N1CCN(C(=O)c2ccc(Cl)cc2)CC1)c1cccc([N+](=O)[O-])c1	-18.1	-0.4	0.2	-2.0	39.2	-3.8	i	0.2	4.6
O=C(NC1CCCCC1)c1ccccc1NC(=O)C1CC(=O)N(c2ccccc2)C1 (configuration not stated)	-7.7	0.2	0.8	2.2	3.2	-3.6	i	3.7	-4.7
O=C(CSc1ccc(-c2ccccc2)nn1)NCC1CCCO1 (configuration not stated)	12.0	-1.3	-0.6	-11.6	-2.2	-3.6	i	4.7	-3.6
C=CCN1C(=O)C(Cc2cccc(Cl)c2)S/C1=N/N=C/c1ccco1 (configuration not stated)	-2.2	-0.7	3.1	-1.1	28.5	0.1	i	-0.4	4.5
CC(C)CNC(=O)C1CCN(Cc2ccc(OCc3ccccc3)cc2)CC1	7.5	-0.6	1.4	-2.6	-12.1	-13.4	i	3.2	-0.2
CN(C)C(=O)N1CCN(C(=O)N(C)C)CC1	17.4	-0.6	-0.8	-4.3	-5.1	-4.0	i	-2.0	0.8
C=CCNC(=O)N1CCC(CO)(Cc2ccc(Cl)cc2)CC1	-0.4	-0.1	-0.7	-1.9	-5.9	-2.9	i	2.7	-5.6
Cn1cc(S(=O)(=O)NCc2cccs2)c(=O)n(C)c1=O	3.0	0.9	-1.6	-0.3	-7.9	-1.6	i	-1.2	1.3
O=C(c1cc2ccccc2o1)N(Cc1ccco1)Cc1cccs1	-4.5	0.0	-0.1	-3.1	25.0	-17.6	i	0.6	1.9
CC(C)[C@H](NC(=O)[C@H](Cc1ccccc1)n1c(=O)[nH]c2ccccc2c1=O)C(=O)N1CCC[C@@H]1C(=O)O	2.4	-2.5	-0.5	-7.6	-7.5	-4.2	i	0.8	2.7

canonical_smiles	MLLE-PAM2 inh	TbMetRS inhib	MsrA inh	bovine MsrA act	FAS TE block	E coli Lon inh	Neddylation inh	Rin1-Abl PPI inh	CSN inh
COc1cc2c(cc1OC)C(C)N(C(=O)Cn1ncc3c1-c1ccccc1OC3)CC2 (configuration not stated)	9.7	-0.6	-0.5	-5.5	-2.0	-1.1	i	-1.5	-1.1
CC1CCN(c2ccc3c(c2)S(=O)(=O)c2cccc(C(=O)NCc4ccc(F)cc4)c2C3=O)CC1	78.7	-0.2	-0.1	-4.5	-161.3	-15.6	i	0.7	-71.5
O=C(CSc1nc2ncccc2[nH]1)Nc1ccc2c(c1)OCCO2	7.7	2.1	0.9	-2.1	-1.8	8.8	i	-1.5	-3.2
Cc1csc(NC(=O)CCc2c(C)nc3cc(-c4ccc(Cl)cc4)nn3c2C)n1	10.6	-0.5	-1.3	0.9	7.7	-6.9	.	-2.2	5.0
O=C(NNC(=O)c1ccccc1-n1cccc1)c1ccccc1	-4.8	-1.7	2.5	-1.4	-1.9	-5.6	i	-1.2	2.6
COc1ccccc1NC(=O)c1c(C)nn(-c2ccccc2)c1Cl	20.6	-0.5	-0.7	-0.7	12.6	-7.4	i	0.9	-3.4
O=C(NCC1CCCO1)c1cc(C(=O)C2CCCCC2)c[nH]1 (configuration not stated)	-1.1	1.1	-0.3	-3.4	-6.4	0.4	i	-0.2	-4.5
NC(=O)c1ccc(NC(=O)CN2C(=O)NC3(CCCCCCC3)C2=O)cc1	-3.9	-0.1	-0.3	-0.1	-2.8	-6.4	i	-0.9	2.4
CNCCC=C1c2ccccc2CCc2ccccc21	-9.4	-1.5	-1.0	-3.2	1.4	-3.9	i	-0.6	3.2
CC(=O)c1c[nH]c(C(=O)NCC2CCCO2)c1 (configuration not stated)	-2.4	0.0	-1.1	-3.0	-4.9	0.0	i	-1.4	-5.4
COc1cc(OC)cc(C(=O)N(Cc2cc3cc(C)ccc3[nH]c2=O)C(C)C)c1	-8.9	-0.3	-0.8	-1.9	-5.6	5.5	i	-2.2	-1.0
CSc1ccc(NC(=O)c2cccnc2)cc1C#N	-2.2	1.2	1.3	-3.2	3.1	0.7	i	0.5	-6.5
Cc1ccc(S(=O)(=O)NCCSc2ncccn2)cc1	-28.6	-0.4	-1.0	-4.2	-3.3	-0.5	i	-1.0	10.6
COc1ccc(OC)c2c1CC(C)(C)NC2=O	-2.9	0.9	0.8	-3.6	-3.3	-3.4	.	-0.6	-1.4
O=C(COC(=O)c1ccc([N+](=O)[O-])o1)c1ccccc1	-12.0	-0.2	0.4	5.7	1.3	-11.7	i	-3.8	-1.7

# Entries of single compounds, looked up by structure. Order of values: MLLE-PAM2 inh	TbMetRS inhib	MsrA inh	bovine MsrA act	FAS TE block	E coli Lon inh	Neddylation inh	Rin1-Abl PPI inh	CSN inh
# Profile of `CSc1ccc(NC(=O)c2cccnc2)cc1C#N` : -2.2	1.2	1.3	-3.2	3.1	0.7	i	0.5	-6.5
# Profile of `O=C(CSc1nc2ncccc2[nH]1)Nc1ccc2c(c1)OCCO2` : 7.7	2.1	0.9	-2.1	-1.8	8.8	i	-1.5	-3.2
# Profile of `O=C(COC(=O)c1ccc([N+](=O)[O-])o1)c1ccccc1` : -12.0	-0.2	0.4	5.7	1.3	-11.7	i	-3.8	-1.7

# Next section.
canonical_smiles	MLLE-PAM2 inh	TbMetRS inhib	MsrA inh	bovine MsrA act	FAS TE block	E coli Lon inh	Neddylation inh	Rin1-Abl PPI inh	CSN inh
Nc1nonc1-n1nnc(C(=O)N/N=C/c2cccc(Cl)c2Cl)c1CN1CCCC1	1.1	-0.5	1.8	-3.1	-1.4	-11.0	i	-1.8	-0.7
Cc1csc(NC(=O)CSc2nnc(-c3cc(C)on3)o2)n1	20.9	-0.2	2.5	-6.7	-6.2	2.6	i	0.8	1.6
CC(=O)N1CCC(=O)N(C(C)C)c2ccccc21	3.0	-1.4	-0.5	-7.2	-10.4	1.8	i	3.4	1.8
CC(C)NC(=O)c1cc2c(s1)CCCC2	2.3	0.2	0.5	-0.8	-5.3	7.7	i	3.0	-0.3
O=C(COc1ccc(Cl)cc1)NN=C1CCCCCCC1	-6.8	-0.2	-0.9	-1.4	1.7	3.3	i	3.4	5.8
OCCCNCc1ccc(-c2ccccc2)cc1	7.3	0.2	1.1	-3.3	-0.5	-8.3	i	-0.9	1.3
CN(C(=O)C12CC3CC(CC(C3)C1)C2)C1(C)CCS(=O)(=O)C1 (configuration not stated)	-2.7	-0.6	-0.6	0.3	-1.9	-0.6	i	-2.8	-2.6
COCCn1nnnc1C(c1ccc(OC)cc1OC)N1CCN(c2ccccc2)CC1 (configuration not stated)	-8.2	-1.0	0.1	-3.6	5.3	1.9	i	0.6	-9.0
CCCc1nc2ccc(C)cn2c1Cc1cccc(Cl)c1	-11.3	-0.1	0.6	-1.0	1.9	-14.8	i	2.2	-1.6
OCCCN1c2ccccc2Nc2nnc(-c3ccccc3)cc21	-7.6	0.3	0.9	0.4	-1.3	-0.3	i	-2.6	0.3
COc1ccc(C(CNC(=O)c2ccc(NS(=O)(=O)c3ccccc3)cc2)N2CCOCC2)cc1 (configuration not stated)	20.3	-0.3	0.4	-3.7	-3.8	9.5	i	2.7	-8.6
Clc1ccc(CNc2ncnc3[nH]ncc23)cc1Cl	-3.4	7.1*	-0.4	-2.3	-1.0	-15.8	i	2.5	-1.8
Fc1ccc(CSc2ccc3nnc(-c4cccnc4)n3n2)cc1	-11.2	-0.3	-0.4	-1.9	7.4	0.7	i	-5.8	-1.1
COc1ccc(NC2=Nc3ccccc3N3C2=Nc2c(c(C)nn2-c2ccc(C)cc2)C3c2cccnc2)cc1 (configuration not stated)	0.1	0.3	0.2	0.5	69.7*	-3.4	.	1.8	5.4
CCC(C)OC(=O)C1C(c2ccccc2)C(C(=O)O)C1c1ccccc1 (configuration not stated)	6.5	0.2	0.7	-0.1	-4.0	12.1	i	1.4	-3.5
O=C(CCCCCBr)N1CCC(CC2CC(c3ccc(Cl)cc3)=NO2)(C(=O)NCC2CCCCC2)CC1 (configuration not stated)	-1.8	-0.4	-0.5	-1.3	11.5	-2.9	i	0.0	-1.3
